From PubChem
CRFR2-BP ag: agonists of human CRF-binding protein/CRF-R2 receptor complex. HEK293 CRF-R2/CRF-BP, calcium dye fluorescence (FLIPR); percent of saturating CRF peptide response. activation, % at 13.2 µM. 0.46% of 350,000 active. AID 588473;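 active = activation of at least 50%, plus an integration ratio under a set limit after plate pattern correction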;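 also: plate controls were neutral control wells without compound for no effect and CRF at EC100 for full effect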
CRFBP-R2 block: blocks CRF-induced signaling of the CRF-BP/CRF-R2 complex | 0.59% of 350,000 active | AID 588475 | inhibition, % at 11.8 µM | HEK293 CRF-R2/CRF-BP, CRF-induced calcium fluorescence;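 active = inhibition of the ligand-induced calcium signal above about 50% at the single tested concentration, limit read from the data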
TAAR1 antagonist: human TAAR1 antagonism. Q96RJ0. AID 624466. inhibition, % at 3 µM. 1.5% of 360,000 active. CHO RD-HGA16 TAAR1, Fluo-8 calcium fluorescence, antagonist;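 active = inhibition above a per-plate cutoff, the mean inhibition of test compounds on that plate plus 3 SD, cut at about 49% in these data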;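 also: 0% = DMSO plus EC80 beta-PEA response and 100% = DMSO alone without agonist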
Target sequence (Q96RJ0 whole entry, looked up): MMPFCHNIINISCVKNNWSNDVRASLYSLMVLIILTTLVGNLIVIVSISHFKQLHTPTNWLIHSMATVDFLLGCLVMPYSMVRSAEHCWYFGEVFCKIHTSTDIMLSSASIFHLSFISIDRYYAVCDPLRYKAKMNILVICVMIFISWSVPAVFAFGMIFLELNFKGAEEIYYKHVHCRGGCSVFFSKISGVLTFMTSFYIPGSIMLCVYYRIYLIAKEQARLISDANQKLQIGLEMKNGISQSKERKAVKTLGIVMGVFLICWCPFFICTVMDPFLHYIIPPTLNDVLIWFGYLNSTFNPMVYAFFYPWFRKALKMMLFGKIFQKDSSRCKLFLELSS
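Test system: hTAAR1-expressing CHO RD-HGA16 cells, Gα16-coupled; Probe or stimulus: EC80 β-phenethylamine stimulus; Compound dosing: single nominal final test compound concentration of 3 µM; Timing: 140 s kinetic read after compound, 140 s after agonist; Signal: Fluo-8 calcium-sensitive fluorescence; Measure: % inhibition of agonist calcium response; Controls: DMSO and EC80 PEA controls.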
CHRM5 PAM: CHRM5 positive allosteric modulation; activation, % at 3 µM; 0.3% of 360,000 active; P08912; CHO-K1 hM5, Fluo-8 calcium, ACh EC20 PAM; 0% = ACh EC20, 100% = ACh EC100; AID 624038;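 active = activation above the run cutoff, the mean activation of all test compounds plus 3 SD, cut at about 18% in these data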
Target sequence (P08912 whole entry, looked up): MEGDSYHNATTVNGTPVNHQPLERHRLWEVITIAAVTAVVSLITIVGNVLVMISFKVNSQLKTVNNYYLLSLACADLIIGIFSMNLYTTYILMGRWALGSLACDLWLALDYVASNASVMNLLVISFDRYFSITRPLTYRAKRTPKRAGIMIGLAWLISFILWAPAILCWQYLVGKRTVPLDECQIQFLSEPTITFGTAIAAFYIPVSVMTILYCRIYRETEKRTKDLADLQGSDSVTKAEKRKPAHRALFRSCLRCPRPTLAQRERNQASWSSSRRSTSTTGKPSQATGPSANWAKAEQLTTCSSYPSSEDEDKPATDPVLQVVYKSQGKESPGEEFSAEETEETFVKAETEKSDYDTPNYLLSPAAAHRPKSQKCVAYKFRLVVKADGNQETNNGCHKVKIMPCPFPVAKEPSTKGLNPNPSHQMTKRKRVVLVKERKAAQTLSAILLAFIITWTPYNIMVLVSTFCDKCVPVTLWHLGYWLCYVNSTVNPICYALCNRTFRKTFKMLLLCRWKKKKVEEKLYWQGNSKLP
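system = human M5 receptor in CHO-K1 cells | compound = one concentration, 3 µM final (nominal) | schedule = Post-acetylcholine fluorescence recording 140 s | signal = Fluo-8 calcium dye fluorescence, kinetic read | benchmarks = low control EC20 acetylcholine (0%), high control EC100 acetylcholine (100%) | repeats = singlicate, one well per test compound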
TAAR1 ag: human TAAR1 agonism | Q96RJ0 | CHO RD-HGA16 TAAR1, Fluo-8 calcium fluorescence; vehicle wells 0%, saturating PEA agonist 100% | AID 624467 | 0.99% of 360,000 active | activation, % at 3 µM;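 active = activation above the mean activation of all test compounds in the run plus 3 SD, cut at about 38% in these data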
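Assay system: CHO-derived RD-HGA16 cells with stable Gα16 and human TAAR1; timing: 17-24 h seeding, 75 min 37 °C dye, 30 min RT; read-out: % activation from peak over basal fluorescence ratio, DMSO-to-PEA scaled; measured by: kinetic Fluo-8 calcium fluorescence; benchmarks: low control DMSO, high control PEA (EC100); doses: 3 µM single concentration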
CHRM5 antagonist: antagonists of human muscarinic M5 receptor (CHRM5); P08912; CHO-hM5 cells, Fluo-8 calcium fluorescence, ACh EC80; inhibition, % at 3 µM; 0.59% of 360,000 active; AID 624040;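 active = inhibition above a per-plate cutoff, the mean of that plate's test compounds plus 3 SD, cut at about 27% in these data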;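 also: 0% = acetylcholine EC80 with DMSO and 100% = DMSO without agonist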
M5 ag: agonists of human muscarinic M5 receptor (CHRM5); AID 624037; activation, % at 3 µM; 0.19% of 360,000 active; CHO-K1 hM5 cells, Fluo-8 calcium fluorescence; 0% DMSO wells, 100% maximal acetylcholine response; P08912;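 active = activation above the run's mean over test compounds plus 3 SD, cut at about 23% in these data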;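 also: signal is peak over basal fluorescence ratio across the kinetic read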
CHRM4 PAM: positive allosteric modulators of human muscarinic M4 receptor; CHO-K1 hM4/Gqi5, Fluo-8 calcium fluorescence, ACh EC20; 0% = ACh EC20, 100% = maximal ACh; AID 624126; 0.4% of 360,000 active; P08173; activation, % at 3 µM;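 active = activation above its plate's cutoff, the mean activation of sample wells plus 3 SD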; also: some results filed as inactive read as strong as hits
M1 PAM parental: counter-screen for M1 PAMs: effect in parental CHO-K1 cells; ATP EC20, Fluo-8 calcium fluorescence; 0% at ATP EC20, 100% at ATP max; activation, % at 3 µM; 0.02% of 360,000 active;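 active = activation above the run cutoff, the mean activation of all test compounds plus 3 SD, cut at about 40% in these data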;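 also: peak over basal fluorescence ratio in a 140 s read after ATP addition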
* marks the source's active call; other numbers are inactive results; nt = not tested or not shown.

SMILES	CRFR2-BP ag	CRFBP-R2 block	TAAR1 antagonist	CHRM5 PAM	TAAR1 ag	CHRM5 antagonist	M5 ag	CHRM4 PAM	M1 PAM parental
COc1ccc(-c2noc(=O)n2Cc2ccccc2Cl)cc1	-0.6	8.9	-10.1	-8.8	6.0	2.9	-4.2	-11.8	-0.4
CCCCn1c(N)c(N(CCOC)C(=O)C(C)Oc2ccc(Cl)cc2)c(=O)[nH]c1=O (centres undefined)	5.4	-1.6	0.2	-4.3	4.1	3.3	5.4	9.1	20.8
CCC(C)NC(=O)Cn1nc(Cc2ccncc2)c2ccccc2c1=O (centres undefined)	2.7	12.0	-7.7	-11.3	1.6	14.6	0.8	-9.6	6.8
O=C1C=C(c2ccc(Oc3ccccc3)cc2)C[C@@H](c2ccc(Cl)cc2)C1	5.0	-12.1	25.3	-1.2	8.4	1.5	2.9	3.5	13.8
COc1ccc(/C=C/C(=O)c2cc(Br)ccc(=O)c2O)cc1	0.8	-17.1	nt	4.3	nt	-4.9	0.4	18.8	29.6
COc1ccc(C)c2sc(NC(=O)c3cccc(N4C(=O)CCC4=O)c3)nc12	-0.6	0.9	7.2	0.2	11.4	-6.0	-3.5	9.3	-10.6
COc1ccc(CN2CSC(=S)N(Cc3ccccc3)C2)cc1	1.8	-3.3	-18.6	-3.9	2.5	16.5	-5.5	9.2	15.0
Cc1nn(C)c(C)c1S(=O)(=O)N1CCc2ccccc21	0.1	-0.2	-11.0	0.5	-0.1	-16.8	-11.9	6.3	18.2
CCC(=O)N1CCC1(C)C(=O)NCc1ccc(SC)cc1 (centres undefined)	nt	nt	-18.9	0.7	0.3	12.0	1.0	2.7	0.0
COc1cc2c(cc1NC(=O)COC(=O)CNS(=O)(=O)c1ccc(C)cc1)oc1ccccc12	2.5	0.0	14.9	-4.4	0.3	6.1	-2.1	-5.8	1.6
CCOc1cc(C)nc(NCCc2ccc(OC)c(OC)c2)n1	0.5	8.1	4.8	-8.6	8.9	9.1	8.2	-5.8	13.0
Cc1ccc(NC(=O)CCS(=O)(=O)c2ccc(Br)cc2)nc1	-7.8	-11.5	6.6	-7.2	2.5	7.3	-2.0	-0.1	16.4
C[C@@H]1CN([C@H](C)CO)C(=O)c2cc(Br)cnc2O[C@@H]1CN(C)C(=O)C1CCOCC1	-1.3	10.5	-1.1	2.3	1.7	4.2	-0.2	6.3	16.8
Cc1cccc(-n2ccc(=O)c(C(=O)Nc3ccc(S(=O)(=O)Nc4onc(C)c4C)cc3)n2)c1	2.3	-21.2	-1.3	-5.5	0.9	1.6	0.7	-3.0	-9.9
Cc1cccc(S(=O)(=O)N(C)C[C@H]2OCc3cnnn3CCCC(=O)N([C@H](C)CO)C[C@@H]2C)c1	-0.1	-7.2	-9.7	0.6	3.0	-2.1	-1.0	0.8	5.8
CC1CCCC(C)N1C(=O)CSc1nnc(CSc2ncccn2)n1C (centres undefined)	1.3	-2.3	11.7	-8.4	13.7	-3.0	-3.3	6.9	9.7
CCC(Cc1ccccc1)NC(=O)C1CCN(S(=O)(=O)c2c(C)noc2C)CC1 (centres undefined)	0.3	-11.9	15.4	0.2	-3.2	1.0	2.7	1.8	15.7
CCCc1cc(-c2nc(-c3ccc(C)cc3)cs2)ccn1	1.4	-32.0	-9.6	-2.6	8.7	-12.8	-7.6	8.5	19.2
C=C(C)COc1ccc(-c2nc(N)nc(C(F)(F)F)c2-c2ccc(OC)cc2)c(O)c1	2.2	6.6	10.7	-5.5	1.7	6.4	-4.9	-13.0	16.1
Cc1c(C(=O)NCCSCc2cccc(C(F)(F)F)c2)cnn1-c1ccc(Cl)cc1	-1.1	-3.1	-4.2	6.0	0.0	-2.0	-5.8	-4.6	12.1
O=C(NCc1ccco1)c1ccc2c(c1)N(Cc1ccccc1)C(=O)CS2=O (centres undefined)	1.0	27.5	3.2	-4.3	1.1	2.1	1.9	8.6	16.2
CCOC(=O)c1cnc2c(Cl)c(Cl)ccc2c1NCCN1CCOCC1	-2.1	-1.2	0.1	-3.0	-1.1	6.6	-2.5	9.3	8.6
Cc1ccoc1C(=O)N1CCN(C(=O)c2occc2C)CC1	5.5	8.6	0.1	-0.1	-0.2	12.6	-3.0	0.0	-8.9
CCOC(=O)C1=C(C)NC(C)=C(C(=O)OCC)C1/C=C/c1ccccc1	-2.1	29.6	13.1	-15.9	2.8	18.3	-7.8	-2.8	-3.6
CC(=O)c1ccc(NS(=O)(=O)c2ccccc2)cc1	-3.4	1.0	10.4	0.0	1.9	-2.5	-1.6	2.3	16.2
Cc1cc(NC(=O)COc2c(C)cccc2C)no1	0.2	4.3	3.4	-17.3	1.3	12.6	2.7	-13.2	1.3
CN(Cc1ccco1)C(=O)c1ccc(S(=O)(=O)N2CCCCCC2)cc1	-0.6	1.8	-1.9	-2.6	9.8	8.0	3.2	7.0	16.1
O=C(CCS(=O)(=O)c1ccc(Br)cc1)N1CCN(c2ccc(Cl)cc2)CC1	0.8	-18.7	11.9	-2.0	3.2	1.8	0.0	2.6	22.1
COc1ccc(CN(C)C(C)C(=O)Nc2ccc(S(=O)(=O)N3CCOCC3)cc2)c(OC)c1 (centres undefined)	0.9	-8.4	-26.0	-1.1	2.0	12.2	1.1	-1.0	16.6
Oc1c(Cl)cccc1C=Nc1cc(C(F)(F)F)ccc1N1CCCC1	-1.5	5.3	1.1	0.3	6.5	-1.8	-4.8	-0.8	-5.3
Cc1nc2ccccc2c2oc(C(=O)Nc3ccc(C(C)C)cc3)cc12	-1.7	-19.4	11.7	-1.1	4.1	0.9	-2.9	9.8	-11.8
CN1CCN(CCOc2ccc(Cc3ccccc3)cc2)CC1	0.7	-14.8	-6.3	1.4	4.9	1.6	-10.8	-3.6	5.3
CN1CCN(C(=O)/C(=C/c2cn(S(=O)(=O)N(C)C)c3ccccc23)NC(=O)c2ccccc2)CC1	-0.9	25.9	-3.2	0.0	0.8	7.2	-1.2	4.4	15.1
Cc1oc2c(C)c3oc(=O)c(CCC(=O)NCCCN4CCCC4=O)c(C)c3cc2c1C	-1.7	13.7	-22.0	7.3	0.6	-6.9	-1.8	7.4	29.4
COc1ccc(NC(=O)N2CCC(C(=O)c3ccc4c(c3)OCCO4)CC2)cc1	-0.9	3.6	9.9	5.7	1.5	-5.4	-2.3	-0.4	12.7
Clc1ccc(CO/N=C2\CCCc3nonc32)cc1	1.0	32.4	-16.0	-3.9	-0.5	-3.0	-7.4	-7.0	18.5
C/C(=N\Nc1ccc(S(=O)(=O)Nc2ccccc2)cc1[N+](=O)[O-])c1ccc(N2CCOCC2)cc1	-1.7	12.9	-10.1	-1.9	5.0	-4.9	-2.1	-9.9	-5.5
Cc1c(C2(O)C(=O)Nc3ccc(F)cc32)c(=O)n(-c2ccccc2)n1C (centres undefined)	-0.9	6.7	-0.5	-4.4	6.6	-5.1	-3.6	4.2	9.6
Cc1c(Cl)cccc1NC(=O)Nc1ccn(C)n1	-2.5	-18.8	2.1	-1.4	1.9	5.1	0.5	-5.2	2.3
COc1ccc(Cl)cc1NC(=S)N(Cc1ccccc1C)CC1CCC(C(=O)O)CC1 (centres undefined)	-0.5	-4.1	4.4	-4.2	0.8	13.5	3.1	0.6	11.4
CCC1SC2=NC(C)=C(C(=O)OC)C(c3ccc(C)cc3)N2C1=O (centres undefined)	-0.5	0.9	-26.8	-3.6	-0.7	-0.9	-2.8	-1.1	14.4
CCN(C(=O)CN1c2ccccc2CC1C)c1c(N)n(Cc2ccccc2)c(=O)[nH]c1=O (centres undefined)	1.7	-23.9	8.2	3.0	11.1	9.9	0.0	-1.5	16.3
OCCN1CCN(c2ncnc3c2ncn3[C@H]2CN(Cc3ccccc3)C[C@@H](CO)O2)CC1	nt	nt	-26.0	-2.3	1.8	1.9	1.7	4.7	8.0
Nc1nnc(Cc2cccc(Br)c2)s1	-0.3	2.5	-23.3	6.7	1.4	9.3	-1.0	-4.1	6.7
O=C(NCCN1CCOCC1)c1ccccc1N1C(=O)[C@@H]2Cc3c([nH]c4ccccc34)C(c3cccc(Cl)c3)N2C1=O (some centres undefined)	nt	nt	68.8*	-8.7	17.7	9.8	8.5	-7.5	4.1
COc1ccc(-c2csc(-c3[nH]cnc3N)n2)cc1	1.1	-7.5	2.6	7.1	-0.3	-1.5	3.3	16.8	13.0
CCCc1c(O)nc(SCC(=O)NCCc2ccc(OC)c(OC)c2)[nH]c1=O	0.7	8.7	-5.3	-0.3	10.7	7.5	-1.8	-0.8	12.3
COc1ccc2c(c1)cc(C(=O)N[C@H](C(=O)N1CCC[C@H]1C(=O)O)C(C)C)n2C	0.7	7.8	-5.2	3.1	1.3	2.1	1.4	3.7	17.4
COc1cc(OC)cc(C(=O)N[C@H](C(=O)OCC(=O)Nc2ccc(C)cc2C)C(C)C)c1	-0.3	-8.5	13.9	-6.9	8.2	0.9	-0.5	-7.9	19.8
CCOc1cc(/C=C2\C(=O)ON=C2c2ccccc2)cc(Br)c1O	23.9	-37.3	28.1	0.5	16.9	12.5	-3.9	-3.0	9.8
COc1ccc(-c2nc3cc(NC(=O)c4ccc5c(c4)OCO5)ccc3o2)cc1	0.6	-15.8	12.8	-3.2	0.6	3.4	1.6	-10.1	-5.6
O=C(CNC(=O)Cn1ccc2ccccc2c1=O)NCCCN1CCCCCC1	0.5	-10.6	6.4	-1.0	0.9	6.3	-1.9	-7.0	7.6
CCCCN(c1ccccc1)S(=O)(=O)N(C)C	-1.1	14.1	8.2	4.4	-1.2	-2.0	-6.5	9.8	6.1
O=c1ccn([C@@H]2O[C@H](COS(=O)(=O)O)[C@@H](O)[C@H]2O)c(=O)[nH]1	3.0	-2.2	8.9	12.1	7.1	8.3	-5.1	4.7	-6.4
CCN(C[C@H]1N[C@@](C)(C(=O)OC)[C@H]2C(=O)N(Cc3ccccc3)C(=O)[C@@H]12)C(=O)c1ccc(C(C)(C)C)cc1	-0.8	-19.1	51.4*	-13.5	11.3	16.9	2.8	-4.6	17.3

Of the compounds above, these contain fluorine:
SMILES	CRFR2-BP ag	CRFBP-R2 block	TAAR1 antagonist	CHRM5 PAM	TAAR1 ag	CHRM5 antagonist	M5 ag	CHRM4 PAM	M1 PAM parental
C=C(C)COc1ccc(-c2nc(N)nc(C(F)(F)F)c2-c2ccc(OC)cc2)c(O)c1	2.2	6.6	10.7	-5.5	1.7	6.4	-4.9	-13.0	16.1
Cc1c(C(=O)NCCSCc2cccc(C(F)(F)F)c2)cnn1-c1ccc(Cl)cc1	-1.1	-3.1	-4.2	6.0	0.0	-2.0	-5.8	-4.6	12.1
Oc1c(Cl)cccc1C=Nc1cc(C(F)(F)F)ccc1N1CCCC1	-1.5	5.3	1.1	0.3	6.5	-1.8	-4.8	-0.8	-5.3
Cc1c(C2(O)C(=O)Nc3ccc(F)cc32)c(=O)n(-c2ccccc2)n1C (centres undefined)	-0.9	6.7	-0.5	-4.4	6.6	-5.1	-3.6	4.2	9.6
